# Screens (PubChem)
# PLCg1 inh: blocks human PLC-gamma1 enzyme activity; P19174; purified PLC-gamma1, fluorogenic substrate, fluorescence; inhibition, % at 12.2 µM; 0.84% of 370,000 active; AID 720700; in the data active = inhibition above about 9.5%
# MBD2 DNA inh: MBD2-methylated oligo binding inhibition | Q9UBB5 | TR-FRET, MBD2 binding to methylated oligonucleotide | inhibition, % at 4.4 µM | 0.31% of 370,000 active | AID 686964; in the data active = inhibition above about 13%
# ADAM17 inh: ADAM17 inhibition, QFRET primary screen; recombinant ADAM17, EDANS/DABCYL FRET peptide cleavage; inhibition, % at 6.95 µM; 0.83% of 370,000 active; AID 720648;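 active = inhibition above the mean of compounds lying between control limits plus 3 SD, set per campaign, cut at about 8.5% in these data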;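 note: 0% = DMSO-only wells as the low control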
# ASAP1 GAP inh: ASAP1 ArfGAP inhibition; ASAP1-stimulated ARF1 GTP hydrolysis, GDP FP detection; inhibition, % at 16.5 µM; 0.19% of 360,000 active; AID 624377; in the data active = inhibition above about 25%;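 note: 0% = vehicle with enzyme and substrate and 100% = no enzyme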
# Target sequence (Q9ULH1 325-724 limits assumed): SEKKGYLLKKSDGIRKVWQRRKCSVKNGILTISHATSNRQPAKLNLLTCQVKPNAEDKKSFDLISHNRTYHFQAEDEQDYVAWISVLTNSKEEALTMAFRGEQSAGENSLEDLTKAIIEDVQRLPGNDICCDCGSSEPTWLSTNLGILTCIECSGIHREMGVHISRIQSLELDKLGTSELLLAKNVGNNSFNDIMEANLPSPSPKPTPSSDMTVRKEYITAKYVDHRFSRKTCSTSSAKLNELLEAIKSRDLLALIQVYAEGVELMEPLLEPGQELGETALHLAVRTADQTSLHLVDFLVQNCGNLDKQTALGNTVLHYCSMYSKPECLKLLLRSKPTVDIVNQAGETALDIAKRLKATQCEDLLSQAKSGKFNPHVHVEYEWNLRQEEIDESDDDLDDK
# Tn6 DDE FP: inhibitors of Tn6 peptide binding to human fibrin DD(E) | P02675 | AID 720509 | inhibition, % at 8.3 µM | 0.21% of 370,000 active | Fibrin DD(E) TRITC-Tn6 fluorescence polarization displacement;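 active = inhibition above a per-campaign cutoff: mean of compounds within control limits plus 3 SD, cut at about 15% in these data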;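 note: 0% = median of all compound wells on the plate and 100% = blocking peptide control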
# KLK7 zymogen act: proKLK7 (human) activation, primary screen; P49862; purified proKLK7, EDANS-DABCYL substrate fluorescence; 100% is mature enzyme control, 0% vehicle; activation, % at 7 µM; 0.9% of 370,000 active; AID 652039;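 active = activation above the mean of all tested compounds plus 3 SD, computed per campaign excluding outliers beyond control limits, cut at about 13% in these data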
# Target sequence (P49862 whole entry, looked up): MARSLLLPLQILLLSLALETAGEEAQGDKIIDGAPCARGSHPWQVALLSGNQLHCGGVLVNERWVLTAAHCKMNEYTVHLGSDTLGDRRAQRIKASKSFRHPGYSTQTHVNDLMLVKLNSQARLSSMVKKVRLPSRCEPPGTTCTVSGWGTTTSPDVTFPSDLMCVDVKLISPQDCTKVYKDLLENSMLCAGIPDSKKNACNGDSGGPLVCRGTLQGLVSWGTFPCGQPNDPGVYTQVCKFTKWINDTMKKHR
# PLC-beta3 inh: PLC-beta3 (human) inhibition, primary screen; Purified PLC-beta3, fluorogenic substrate, fluorescence; inhibition, % at 12.2 µM; 0.18% of 370,000 active; in the data active = inhibition above about 11%;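 note: 0% = median of compound wells on plate and 100% = full blocker control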
# Tn7 DDE FP: disrupts Tn7 cyclic peptide binding to fibrin D-Dimer-E complex. FP displacement of FITC-Tn7 peptide from fibrin DD(E); 0% = median of compound wells per plate. inhibition, % at 8.3 µM. 0.13% of 370,000 active;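 active = inhibition above the mean of compounds falling within the control limits plus 3 SD of them, cut at about 14% in these data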;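 note: 0% = plate median of compound wells and 100% = 10 µM Aha-Tn7 peptide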
#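 Assay system: Human clot-derived fibrin DD(E) complex | Buffer or medium: Tris/NaCl/CaCl2 buffer, pH 7.8 | Repeats: One replicate per compound | Benchmarks: Aha-Tn7 high control | Measure: % inhibition scaled between sample-field median and high-control FP | Schedule: 10 min plus 3 h, room temperature | Signal: Fluorescence polarization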
# ARFGAP1 inhibitor: rat ARFGAP1 inhibition | Q62848 | Arfgap1-stimulated ARF1 GTP hydrolysis, GDP FP detection | inhibition, % at 16.5 µM | 0.26% of 360,000 active | AID 651572;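 active = inhibition above a per-plate limit, mean inhibition of low control wells plus 3 SD, cut at about 25% in these data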;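 note: 0% = DMSO wells with enzyme and 100% = wells lacking Arfgap1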
# Target sequence (Q62848 1-136 limits assumed): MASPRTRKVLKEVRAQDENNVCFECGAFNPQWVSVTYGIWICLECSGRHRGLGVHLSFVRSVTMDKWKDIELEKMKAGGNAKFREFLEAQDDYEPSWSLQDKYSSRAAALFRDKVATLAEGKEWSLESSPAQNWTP
#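 Material: rat Arfgap1 GAP domain (His6, aa 1-136), purified enzyme. Also added: human ARF1(Δ1-17)-GTP substrate. Compound dosing: 16.5 µM single point, 1.26% DMSO. Timing: enzyme reaction 120 min at 25 °C after 20 min preincubation. Signal: GDP detection by fluorescence polarization. Read-out basis: percent inhibition of GAP-stimulated GDP formation, scaled between DMSO and no-Arfgap1 medians.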
# UHRF1 MBD2 ctr: UHRF1 methyl-DNA binding inhibition; Q96T88; UHRF1 binding to methylated oligo, TR-FRET; inhibition, % at 4.4 µM; 0.75% of 370,000 active; in the data active = inhibition above about 21%;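 note: UHRF1 SRA domain binding a hemimethylated CpG hairpin DNA probe; 0% = median of test compound wells and 100% = reference inhibitor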
# * = called active by the depositor; i = inactive. No enrichment for hits; about 4.1% have a hit in one of these screens.
SMILES,PLCg1 inh,MBD2 DNA inh,ADAM17 inh,ASAP1 GAP inh,Tn6 DDE FP,KLK7 zymogen act,PLC-beta3 inh,Tn7 DDE FP,ARFGAP1 inhibitor,UHRF1 MBD2 ctr
CCN1C(=O)C2(C(C#N)=C(N)Oc3cc(C)oc(=O)c32)c2ccccc21 (stereo unspecified),1,2,-5,10,-1,0.6,-3,-3,4,0
COc1ccc(CN2C(=O)CNC2=S)cc1,-6,-2,-5,4,1,0.2,-9,7,-2,-1
COc1ccccc1C(=O)N1CCN(C(=O)[C@H]2O[C@@H](n3cnc(C(N)=O)n3)[C@H](O)[C@@H]2O)CC1,1,-3,-4,1,5,0.9,3,1,0,0
CC(=O)Oc1ccc(C(=O)NCCc2ccccc2)cc1,-2,1,-1,5,-8,-0.1,4,1,0,1
COc1cccc(-n2ccnc2SCC(=O)Nc2ccccc2F)c1,-2,-1,-1,5,-5,0.0,1,2,-6,-3
Cc1ccc(-n2c(Cc3cccn3C)nnc2SCC(=O)NCc2ccco2)cc1,-6,-3,-2,4,-4,0.2,-7,6,14,-2
O=C(CCC(=O)OCC(=O)c1cccc([N+](=O)[O-])c1)Nc1cccc(Cl)c1Cl,0,4,-7,-4,1,-0.3,2,10,0,3
COC(=O)CCC(=O)OC1(C)C(=O)C=C2C=C3CCCN3C=C2C1=O (stereo unspecified),-5,-4,-1,-8,15,0.3,-8,0,4,1
O=C1C=C(C2CCCCC2)C(=O)c2ccccc21,-10,0,-6,10,-3,-2.9,-21,3,-2,7
CC(C)(C)/C(O)=C(/C#N)c1nc2ccccc2[nH]1,-5,-5,-2,14,0,0.5,-11,6,-8,-3
CCC(CO)n1c(SCc2cc(=O)oc3cc(C)ccc23)nc2ccccc2c1=O (stereo unspecified),8,0,8,9,8,0.3,5,1,-3,0
COC(=O)c1cn(NC(=O)Cc2c(F)cccc2Cl)c(=O)c2ccccc12,-9,0,-3,-3,-1,-2.4,-19,-7,5,-2
CC1=NN(C(=O)Cn2nc([N+](=O)[O-])cc2C)C(O)(C(F)(F)F)C1 (stereo unspecified),-2,0,1,-1,-4,-0.3,0,-3,4,-7
CC(=O)N1CCN(C(C(=O)Nc2c(C)cccc2C)c2ccccc2OC(F)(F)F)CC1 (stereo unspecified),-1,-4,-4,7,-1,0.2,4,4,-4,-1
Cc1cc2ccccc2nc1Br,1,1,0,-1,2,-0.2,2,4,-10,-1
Cc1ccc(NC(=S)NCc2ccc(S(N)(=O)=O)cc2)cc1Cl,4,-1,1,5,-4,0.5,-2,-7,6,1
COc1ccccc1S(=O)(=O)c1ccccc1[N+](=O)[O-],4,-4,0,-18,4,0.1,5,-4,0,0
COc1cccc(S(=O)(=O)c2nc(C)c3c(n2)CCC3)c1,-1,-2,4,18,8,0.3,-1,2,-1,-2
CCOC(=O)c1cccc(NC(=O)CCNS(=O)(=O)c2ccc3c(c2)CCN3C(=O)CC)c1,1,4,-5,7,2,0.0,-1,9,-11,-2
COCCN1Cc2cc(C(=O)OC)c3c(c2C1=O)c1cc(OC)ccc1n3S(C)(=O)=O,-47,-6,-4,8,-1,0.7,-62,2,1,2
COC(=O)CCC/C=C1/SCC(NC(=O)c2ccccc2)C1=O (stereo unspecified),-11,3,12*,-2,-1,0.4,-19,0,-5,-2
C=CCS/C(=N\n1cnc2ccccc2c1=O)N(CC)CC,-5,0,-14,10,-4,0.8,-5,-6,-2,1
O=C1CC(c2ccccc2)=NN1c1ccccc1,-4,6,3,1,2,0.1,-13,2,1,16
CC(C)c1ccc(-c2cc(C(=O)N3CCOCC3)c3cc(Br)ccc3n2)cc1,0,1,-7,13,-1,0.4,-5,-2,-3,0
Cn1ncc2c(NNC(=O)c3ccccc3Cl)ncnc21,0,0,-1,-3,9,0.2,2,6,-5,0

# One compound at a time (already shown).
# Profile of `COC(=O)c1cn(NC(=O)Cc2c(F)cccc2Cl)c(=O)c2ccccc12` → PLCg1 inh: -9; MBD2 DNA inh: 0; ADAM17 inh: -3; ASAP1 GAP inh: -3; Tn6 DDE FP: -1; KLK7 zymogen act: -2.4; PLC-beta3 inh: -19; Tn7 DDE FP: -7; ARFGAP1 inhibitor: 5; UHRF1 MBD2 ctr: -2
# Profile of `CC(C)(C)/C(O)=C(/C#N)c1nc2ccccc2[nH]1` → PLCg1 inh: -5; MBD2 DNA inh: -5; ADAM17 inh: -2; ASAP1 GAP inh: 14; Tn6 DDE FP: 0; KLK7 zymogen act: 0.5; PLC-beta3 inh: -11; Tn7 DDE FP: 6; ARFGAP1 inhibitor: -8; UHRF1 MBD2 ctr: -3

# Next structures follow:
SMILES,PLCg1 inh,MBD2 DNA inh,ADAM17 inh,ASAP1 GAP inh,Tn6 DDE FP,KLK7 zymogen act,PLC-beta3 inh,Tn7 DDE FP,ARFGAP1 inhibitor,UHRF1 MBD2 ctr
O=C1C(Cl)=C(NS(=O)(=O)c2ccc([N+](=O)[O-])cc2)C(=O)c2ccccc21,4,-15,1,5,7,0.0,1,-3,-6,-16
CN1CCC(N2CCN(C3CN(C4CCCC4)S(=O)(=O)C3)CC2)CC1 (stereo unspecified),1,2,-3,8,-6,0.3,3,-15,3,-2
CN(C(=O)c1c(Br)cnn1C)C12CC3CC(CC(C3)C1)C2,1,2,-3,4,-3,0.1,-2,-1,4,-1
Cc1nn(S(=O)(=O)c2ccccc2)c(C)c1Sc1ccc([N+](=O)[O-])cc1,1,0,0,4,2,0.1,2,-8,5,-2
Cc1ccc(NC(=O)C(=O)NCCc2c[nH]c3ccccc23)cc1C,-4,0,-4,-5,-7,0.1,-7,2,-5,-1
COc1ccc(N2C(=O)CC(Sc3ncccc3C(=O)O)C2=O)cc1 (stereo unspecified),5,-1,2,-4,-1,0.0,4,-9,2,1
Cc1ccc(C)c(NC(=O)CCN2C(=O)C3CC=CCC3C2=O)c1 (stereo unspecified),2,5,-6,-5,2,-0.5,-3,5,-4,1
CCN(CCO)Cc1csc2ccc(Cl)cc12,0,3,1,2,1,-0.1,10,4,5,-2
Oc1c(Cl)cc(Cl)cc1/C=C/c1ccc2cccc(O)c2n1,i,0,-2,11,-1,-0.2,i,-4,8,-4
C/C(=N\NC(=O)c1ccc(N(C)C)cc1)c1ccc(C)c(C)c1,-25,6,4,6,-4,0.9,-38,4,6,4
CCN(CC)S(=O)(=O)c1ccc(C(=O)OCC(=O)Nc2ccc(-c3nc4ccc(C)cc4s3)cc2)cc1,-34,1,-111,10,0,0.8,-37,9,16,-1
Cc1ncc([N+](=O)[O-])n1CCOC(=O)NC(Nc1ccc(F)cc1)C(Cl)(Cl)Cl (stereo unspecified),9,-1,2,2,-5,-0.2,-3,-2,-7,1
Nc1nc(SCc2ccccc2Cl)c2ncn(C3OC(CO)C(O)C3O)c2n1 (stereo unspecified),2,4,-7,-10,9,0.5,-1,0,6,3
CCOC(=O)c1ccc(COC(=O)c2ccc3c(c2)-c2ccccc2C3=O)cc1,4,0,0,1,-2,0.3,1,-5,3,1
OC(COCc1cccs1)CN1CCN(c2cccc(Cl)c2)CC1 (stereo unspecified),3,6,0,-5,1,0.0,4,3,-1,4
CCCCCCn1c(N2CCC(C(N)=O)CC2)nc2c1c(=O)n(C)c(=O)n2C,1,2,-1,0,-1,0.7,2,-8,-2,3
CC1=C(C(=O)OCC(Cl)(Cl)Cl)N2C(=O)C(NC(=O)Cc3ccccc3)C2SC1 (stereo unspecified),-4,-2,0,18,4,-0.2,4,5,5,-2
CN(C(=O)CCN1C(=O)/C(=C/c2ccc(F)cc2)SC1=S)C1CCS(=O)(=O)C1 (stereo unspecified),-1,3,-6,6,-1,0.3,2,9,-1,0
CC1(C)Cc2c(cnn2-c2ccccc2)C(NC(=O)CCN2CCCCO2)C1 (stereo unspecified),0,1,-1,0,6,-0.1,-4,0,-15,1
CNC(=O)COc1ccc(S(=O)(=O)Nc2ccc(C)cc2)cc1,-1,-1,-6,-1,3,0.0,-8,3,-8,-2
O=C(COC(=O)c1ccccc1C(=O)c1ccc(Cl)c([N+](=O)[O-])c1)NC1CC1,-2,-1,-5,-5,-1,-0.5,-6,-1,3,0
CCOc1ccccc1NC(=O)CN(c1ccc(OC)c(OC)c1)S(=O)(=O)c1ccc(C)cc1,-2,5,0,10,-3,0.4,1,0,-1,1
Cc1cc(NC(=O)CCC(=O)N(c2cccc(F)c2)C(C(=O)NC2CCCC2)c2ccc(C)o2)no1 (stereo unspecified),1,1,1,1,1,0.3,-2,-8,0,0
COc1ccc2nc(NC(=O)C3CCN(S(=O)(=O)c4cccs4)CC3)sc2c1,1,-2,4,10,0,0.8,0,0,8,-2
CC(C)NC(=O)c1ccccc1NC(=O)CCS(=O)(=O)Cc1ccccc1,-2,0,-2,-5,0,0.7,3,6,-1,-4
SMILES,PLCg1 inh,MBD2 DNA inh,ADAM17 inh,ASAP1 GAP inh,Tn6 DDE FP,KLK7 zymogen act,PLC-beta3 inh,Tn7 DDE FP,ARFGAP1 inhibitor,UHRF1 MBD2 ctr
CCN(C(=O)CN1C(=O)NC2(CCCc3ccccc32)C1=O)c1ccc(F)cc1 (stereo unspecified),4,7,1,3,-6,0.7,-9,9,5,10
CCOc1ccc(C(=O)/C=C/c2ccc(OC)c(OC)c2)cc1,-76,2,-2,-1,-8,-7.4,-101,-5,9,-3
COc1cc(CNC2CCCC2)cc(Br)c1OCC(=O)Nc1ccccc1C,1,5,-1,-13,7,0.2,-2,0,-9,-1
Cc1ccc(S(=O)(=O)NC2c3cccc4cccc(c34)C2Sc2ncccn2)cc1 (stereo unspecified),5,6,8,-7,-8,-0.7,4,-4,-1,-2
CCN(CC)S(=O)(=O)c1ccc(N/N=C/c2cc(OC)ccc2O)nc1,-59,-12,2,2,-6,-2.8,-62,7,2,-3
c1ccc(SCCCCNC2CCCC2)cc1,2,0,-3,2,2,-0.6,0,0,7,0
COc1ccccc1CNC(=O)COC(=O)c1ccc(S(=O)(=O)N2CCCC2)cc1,0,1,-1,2,3,1.1,-1,3,-9,4
CC1CN(S(=O)(=O)N(C)C)CCN1S(=O)(=O)N(C)C (stereo unspecified),-1,-6,3,-7,0,0.2,5,-4,2,-4
CC1c2[nH]c3ccccc3c2CCN1S(C)(=O)=O (stereo unspecified),1,-4,1,-5,-1,-0.6,3,2,-2,15
CC(=O)Nc1cccc(NC(=O)c2cc(C)on2)c1,4,-2,-2,-6,3,-0.4,1,1,-7,-2
CC1CCCN(C(=O)c2ccc(NC(=O)CC3SC(N4CCCC4)=NC3=O)cc2)C1 (stereo unspecified),1,-1,-3,-1,-6,-0.1,-6,-7,2,-2
COc1ccc(N(CC(=O)Nc2ccc(C(C)C)cc2)S(=O)(=O)c2c(C)noc2C)cc1,1,3,1,-1,-1,0.6,-7,2,-5,17
Cn1nc(C(=O)NNc2c(F)c(F)cc(F)c2F)c2ccccc2c1=O,-2,-7,-1,-6,-4,0.0,1,6,1,-1
COc1ccc(-n2c(COc3cccc(C)c3)nnc2SCC(=O)O)cc1,1,3,3,-2,-2,0.9,-4,-7,2,1
